STAT3 blocker: IL-6 driven STAT3 reporter inhibitors, primary screen, U3A cells, luciferase, luminescence, MLSCN library. IL-6 STAT3-luciferase reporter; host cell line lacks STAT1. inhibition, % at 5.5 µM. 190,000 compounds, 0.89% hits;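 active means inhibition above the mean inhibition across all screened compounds plus 3 SD, cut at about 44% in these data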;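 further: 0% = DMSO only wells and 100% = 100 µM nifuroxazide control wells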
PPARg SRC-1 ag: PPARgamma agonists recruiting SRC-1 coactivator, primary screen, biochemical; Peroxisome proliferator-activated receptor gamma (Homo sapiens), P37231; PPARgamma-SRC-1 coactivator recruitment biochemical assay; activation, % at 8 µM; 200,000 compounds, 0.41% hits; in the data active means activation above about 19%;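 further: 0% = DMSO and 100% = reference agonist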
TLR4 MyD88 comp: inhibitors of TLR4-MyD88 association in cells, primary screen, cell-based, HeLa CL3-4, BLA complementation, FRET ratio | Toll-like receptor 4 (Homo sapiens) + Myeloid differentiation primary response protein … | HeLa CL3-4 TLR4/MyD88 BLA complementation | inhibition, % at 8.4 µM | 200,000 compounds, 0.18% hits | AID 861, 2007; in the data active means inhibition above about 25%;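 further: 0% = vehicle and 100% = reference inhibitor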
Target sequence (O00206 whole entry, looked up): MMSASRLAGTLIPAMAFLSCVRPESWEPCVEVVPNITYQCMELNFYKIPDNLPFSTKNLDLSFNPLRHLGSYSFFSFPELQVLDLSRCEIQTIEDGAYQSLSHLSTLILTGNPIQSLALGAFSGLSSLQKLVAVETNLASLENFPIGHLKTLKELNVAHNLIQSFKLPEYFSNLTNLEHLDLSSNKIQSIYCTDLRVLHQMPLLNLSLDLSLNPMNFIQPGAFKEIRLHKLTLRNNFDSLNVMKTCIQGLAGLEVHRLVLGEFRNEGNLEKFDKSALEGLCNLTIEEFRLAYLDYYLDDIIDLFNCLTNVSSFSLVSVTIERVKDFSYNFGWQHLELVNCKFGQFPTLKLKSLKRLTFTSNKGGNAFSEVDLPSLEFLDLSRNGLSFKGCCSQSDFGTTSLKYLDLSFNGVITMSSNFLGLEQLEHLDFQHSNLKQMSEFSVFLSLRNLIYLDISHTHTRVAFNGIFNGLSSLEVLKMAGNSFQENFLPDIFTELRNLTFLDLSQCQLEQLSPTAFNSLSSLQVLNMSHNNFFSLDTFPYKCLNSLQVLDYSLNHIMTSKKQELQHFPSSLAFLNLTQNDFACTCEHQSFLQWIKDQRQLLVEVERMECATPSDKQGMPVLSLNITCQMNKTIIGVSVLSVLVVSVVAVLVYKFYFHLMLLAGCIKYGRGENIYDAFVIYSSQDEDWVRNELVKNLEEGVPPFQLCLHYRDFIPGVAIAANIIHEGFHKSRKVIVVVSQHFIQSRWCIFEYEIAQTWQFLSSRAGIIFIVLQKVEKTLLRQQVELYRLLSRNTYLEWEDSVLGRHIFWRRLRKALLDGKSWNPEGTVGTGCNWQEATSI
Target sequence (Q99836 whole entry, looked up): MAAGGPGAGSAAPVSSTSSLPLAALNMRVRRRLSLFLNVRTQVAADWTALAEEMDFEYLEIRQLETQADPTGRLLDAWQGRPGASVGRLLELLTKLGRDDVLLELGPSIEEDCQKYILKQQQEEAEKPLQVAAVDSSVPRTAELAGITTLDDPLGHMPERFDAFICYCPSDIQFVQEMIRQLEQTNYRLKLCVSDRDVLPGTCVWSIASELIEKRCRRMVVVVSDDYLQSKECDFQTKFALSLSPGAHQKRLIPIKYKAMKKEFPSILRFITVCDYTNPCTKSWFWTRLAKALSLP
PPARg SRC-2 ag: agonists of PPARg-SRC-2 recruitment, primary screen, biochemical, HTS | PPARgamma LBD-SRC-2 recruitment | 200,000 compounds, 0.34% hits | activation, % at 8 µM | Peroxisome proliferator-activated receptor gamma (Homo sapiens), P37231 | AID 1032, 2008; in the data active means activation above about 22%;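 further: 0% = vehicle and 100% = reference agonist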
PPARg SRC3 recr: PPARgamma agonists recruiting SRC-3 coactivator, primary screen, biochemical. Peroxisome proliferator-activated receptor gamma (Homo sapiens), P37231. biochemical PPARgamma/SRC-3 coactivator recruitment assay. activation, % at 8 µM. 200,000 compounds, 0.26% hits. AID 731, 2007; in the data active means activation above about 23%;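 further: 0% = DMSO and 100% = reference agonist; some compounds past the cut are filed as inactive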
STAT3 activator: IL-6 driven STAT3 reporter potentiators, primary screen, U3A cells, luciferase, luminescence, MLSCN library. IL-6 STAT3-luciferase reporter; 100% = signal with IL-6 EC80 alone. activation (% of control), % at 5.6 µM. 190,000 compounds, 0.91% hits. AID 871, 2007;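 active means activation above the screen-wide mean of compound activation plus 3 SD, cut at about 130% in these data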;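 further: 0% = background luminescence of wells with medium and substrate only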
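Detection: reporter luminescence signal / Assay system: STAT1-lacking human U3A cells, STAT3 luciferase reporter / Incubation: compound pre-incubation 1 h before IL-6, then 6 h stimulation at 37 °C / Control set: IL-6-only high control / Read-out: % activation relative to IL-6 control / Probe or stimulus: Interleukin-6, 33 ng/mL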
SRC2 TRFRET art: TR-FRET signal artefacts, primary screen, artefact control for PPARgamma SRC-2 agonist project, biochemical; TR-FRET artefact counter-screen; active compounds read high; TR-FRET ratio at 8 µM; 200,000 compounds, 0.4% hits; in the data active means TR-FRET ratio above about 2000; further: inactives centre near 1500
ROMK primary: ROMK potassium channel modulators, primary screen, cell-based, thallium flux, MLSMR library; Tet-inducible ROMK, thallium flux fluorescence; actives lie on both sides; B-score at 10 µM; 130,000 compounds, 2% hits;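 active means signal ratio slope over the read window, or its plate-corrected B-score, at least 3 SD from the plate mean, either direction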;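 further: B-score of the F/F0 ratio slope over 7 to 12 s after thallium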
S1P3 antag: S1P3 receptor antagonists, primary screen, cell-based; Sphingosine 1-phosphate receptor 3 (Homo sapiens), Q99500; 170,000 compounds, 0.27% hits; CHO S1P3 NFAT-BLA reporter, FRET fluorescence, antagonist mode; inhibition, % at 4.98 µM;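 active means inhibition above the plate cutoff, the mean inhibition of test wells on that plate plus 3 SD, cut at about 28% in these data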;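 further: cells challenged with S1P at its EC80 of 0.8 µM; blue over green emission ratio from cleaved BLA substrate after 4 h stimulation; 0% = S1P-stimulated wells and 100% = unstimulated DMSO-only wells; some compounds past the cut are filed as inactive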
RAM inhibit: inhibitors of the yeast RAM network, primary screen, dse1pr::URA3 reporter, 5-FOA selection | S. cerevisiae dse1pr::URA3 reporter, 5-FOA growth OD615, 2 d; analog-sensitive cbk1-as2 kinase mutant strain | inhibition, % at 50 µM | 190,000 compounds, 1.8% hits | AID 868, 2007;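 active means inhibition above a set limit, 3 SD over mean compound inhibition, cut at about 8.4% in these data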;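 further: 0% = DMSO-only wells with no growth and 100% = 10 µM 1-NA-PP1 full growth; inhibition rescues growth on 5-FOA so higher OD means more RAM inhibition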
STAT1 blocker: STAT1 signaling inhibitors, primary screen, cell-based, HTS, luciferase reporter. NIH 3T3 STAT1-luciferase reporter, IFN-gamma, luminescence. inhibition, % at 5.5 µM. 200,000 compounds, 0.35% hits;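 active means inhibition above a set limit, the mean inhibition across all tested compounds plus 3 SD, cut at about 34% in these data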;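 further: 0% = IFN-gamma with DMSO and 100% = IFN-gamma with 300 µM nifuroxazide; values of inactives mirror those of a sister screen read the other way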
The depositor's hits bear a star; . = no result given.

Below each compound – STAT3 blocker, PPARg SRC-1 ag, TLR4 MyD88 comp, PPARg SRC-2 ag, PPARg SRC3 recr, STAT3 activator, SRC2 TRFRET art, ROMK primary, S1P3 antag, RAM inhibit, STAT1 blocker
1. NC(=O)Cc1ncc(C(F)(F)F)cc1Cl
→ 18, 7, -5, 2, 1, 93, 1654, 0.37, 3, -0.5, -3
2. Cc1occc1-c1nnc(SCC(=O)c2ccc(F)cc2)n1Cc1ccco1
→ -15, 0, 11, -8, 9, 117, 1386, ., 15, 1.0, -3
3. Cc1ccc(N(CC(=O)N2CCc3ccccc32)C2=NC(=O)CS2)cc1
→ -1, 7, -4, -5, 13, 104, 1557, ., -19, 0.6, -2
4. O=C1CCCCN1CCc1c[nH]c2ccccc12
→ 10, 2, -6, 11, 8, 94, 1536, ., ., -1.2, -2
5. Cc1ccccc1NC(=O)c1snc2c(=O)[nH]cnc12
→ -2, -2, 14, 9, -1, 105, 1483, 1.8, -7, -0.9, -2
6. O=C(OCC(F)(F)C(F)F)c1ccccc1C(=O)Oc1ccc(F)cc1F
→ 1, 3, -6, -5, -4, 103, 1558, ., -12, 5.3, -2
7. CSCCC(NC(=O)c1ccccc1Br)C(=O)NCC1CCCCC1 (configuration not stated)
→ -2, 4, 9, 5, 7, 106, 1738, -1.1, -1, 4.9, 1
8. COc1ccc(-c2csc(NS(=O)(=O)c3ccc([N+](=O)[O-])cc3)n2)cc1
→ 8, 9, -5, -3, 4, 95, 1501, ., 8, 3.5, 2
9. CC1CCCC(C)N1C(=O)COc1ccc(F)cc1 (configuration not stated)
→ 10, 8, -15, -5, 2, 96, 1758, -0.24, -24, 0.9, -5
10. COc1ccc(CNC[C@@H](CCCCN(C)Cc2ccc(OC)cc2)N2C[C@H](c3ccccc3)N(CCc3ccc(Cl)c(Cl)c3)C(=O)C2=O)cc1
→ ., 5, 4, 13, 7, ., 1619, ., -11, -0.4, 7
11. CCOc1cc(OCC)cc(C(=O)Nc2cccc(C(C)=O)c2)c1
→ -2, 4, -13, 4, 4, 103, 1377, 0.19, -17, 0.4, 15
12. Cc1nc(N2CCN(c3ccccn3)CC2)c2c(C)c(C(=O)Nc3ccc(F)cc3F)sc2n1
→ 17, 2, -5, 13, 8, 94, 1469, -0.16, -13, 1.2, -6
13. Cc1ccc(Nc2nc(N)nc(CN3CCN(C)CC3)n2)cc1
→ -7, 9, 4, 3, 11, 109, 1482, 0.2, -25, 0.3, -8
14. Cc1nn(CC(=O)Nc2ccc3c(c2)OCO3)c(C)c1[N+](=O)[O-]
→ -6, 8, 0, 6, -3, 109, 1544, 0.63, -20, 2.2, 1
15. O=C(O)CCc1nnc2n(Cc3ccc(F)cc3)c(=O)c3ccccc3n12
→ 2, 5, -18, 0, 13, 103, 1530, ., -17, 1.4, -2
16. NS(=O)(=O)c1ccc(N2C(=O)C3C4CC(C(Br)C4Br)C3C2=O)cc1 (configuration not stated)
→ 8, 1, -7, -1, 2, 95, 1399, -0.34, -2, 3.2, 3
17. CCC1(C)Cc2c(sc3c2c(=O)n(C)c2nnc(SCC(=O)c4ccccc4)n32)CO1 (configuration not stated)
→ -3, 2, -14, -1, -2, 105, 1414, ., 11, ., 5
18. O=C(c1cccs1)N(Cc1ccco1)Cc1cc2ccccc2[nH]c1=O
→ 8, 1, 2, 4, -3, 99, 1609, ., 11, 1.6, 7
19. COC(=O)Cn1c(=NC(=O)c2ccc(OC)cc2)sc2cc(OC)ccc21
→ -12, -4, -6, -5, -2, 110, 1552, ., 9, 3.8, -4
20. COc1cccc(NC(=O)CSc2nnc(Cn3nnc4ccccc43)n2C)c1
→ -8, -7, 3, -2, 3, 110, 1295, -0.022, ., -1.9, -1
21. Cc1ccccc1NC(=O)Nc1nnc(CC(=O)NCc2ccccc2)s1
→ -6, -1, 8, 4, 2, 103, 1585, 0.81, 9, 6.3, -2
22. Cc1ccc(OCCNC(=O)/C=C/c2ccccc2)cc1C
→ 12, 6, 8, 8, 7, 90, 1719, 0.46, 9, 2.7, 12
23. C=CCn1c(SCc2cc(=O)n3ccsc3n2)nc2ccccc2c1=O
→ 1, -2, -10, -4, -1, 101, 1570, 0.68, -22, 14*, 2
24. CCC12CN(C(=O)c3ccc(OC)cc3)CC(CC)(CN(C(=O)c3ccc(OC)cc3)C1)C2=O
→ 7, 4, 3, 2, 2, 96, 1607, ., -23, -1.4, -2
25. COc1ccccc1N1CCN(C(c2ccc(N(C)C)cc2)c2nnnn2CCc2ccccc2)CC1 (configuration not stated)
→ 5, -2, 9, -8, 1, 99, 1543, ., ., 0.9, -9
26. CCOc1ccc(NC(=S)N(CCc2c(C)[nH]c3ccc(C)cc23)Cc2cccnc2)cc1
→ -20, 2, -3, -8, 5, 117, 1627, -0.25, 13, 1.1, -3
27. CSc1nc2nc3c(c(=O)n2[nH]1)CCCC3
→ -4, 3, 12, -1, 4, 108, 1401, ., ., 1.8, -4
28. CC1Cc2cc(/C(O)=C3/C(=O)C(=O)N(CCCN(C)C)C3c3ccncc3)ccc2O1 (configuration not stated)
→ 2, 4, -11, 0, -5, 101, 1601, ., -12, 0.1, 2
29. CC(C)(C)C(=O)CSc1ncnc2sc3c(c12)CCC3
→ 10, -3, -7, 1, 10, 93, 1493, 0.0062, -8, 1.6, 5
30. Cc1nn(C2CCS(=O)(=O)C2)c(Cl)c1/C=C/C(=O)OCC(=O)N(C)C (configuration not stated)
→ 12, 7, -6, 11, 4, 94, 1650, 1, -18, 0.9, 8
31. C=CCn1c(SCC(=O)NC2CCS(=O)(=O)C2)nnc1-c1cc2c(s1)CCC(CC)C2 (configuration not stated)
→ -6, 6, 3, 5, 4, 108, 1417, ., 4, -1.0, -11
32. CCc1cccc2c(C(=O)CSc3nncn3-c3ccc(OC)cc3)c[nH]c12
→ -10, -1, 3, -3, 5, 109, 1411, 0.12, -6, 3.5, -7
33. NS(=O)(=O)c1ccc(NC(=O)C2CCCN(S(=O)(=O)c3ccc(F)cc3)C2)cc1 (configuration not stated)
→ -2, -1, -18, 7, 6, 105, 1677, ., ., 3.0, -3
34. Cc1c(C(=O)Nc2ccccc2)sc2nc(-c3ccccc3)cn12
→ 23, 4, 4, 1, 3, 83, 1658, ., 7, 2.0, -29
35. O=C(N1CCOCC1)N(CCN1CCOCC1)Cc1cccc2ccccc12
→ 9, 2, -6, 13, 7, 96, 1616, 0.017, ., 0.2, 3
36. COc1ccc(OC)c(/C=N/NC(=O)CCc2ccc(O)c(O)c2)c1
→ -7, -3, -10, 3, 0, 107, 1434, ., 9, 0.6, 4
37. Cc1nc(-n2nnc(CO)c2CO)nc2c1CCC2
→ 4, 5, 1, 4, -1, 100, 1712, -0.27, -13, -0.2, -1
38. CC(Nc1ccc2c(c1)OCCO2)C(=O)N1c2ccccc2CC1C (configuration not stated)
→ 11, 0, -18, -4, -4, 97, 1481, 0.006, -3, 2.8, 0
39. CC1CN(C(=O)c2c(Br)cnn2C)CC(C)O1 (configuration not stated)
→ -1, 6, -1, -4, -1, 101, 1474, 1.2, -3, 1.2, -10
40. O=C(COc1ccc(Cl)cc1Cl)N/N=C/CCc1ccccc1
→ 3, 2, 8, 10, 10, 102, 1475, ., ., 2.0, 1
41. Cc1ccc(NC(=S)/C(=C(\[O-])c2ccc(F)cc2)[n+]2ccccc2)cc1
→ -2, 0, -14, 1, 4, 103, 1604, -1, -2, 0.5, -7
42. CCN(CC)C(=O)c1c2c(nc3ccccc13)-c1ccccc1CC2
→ -1, 4, -22, 11, 14, 105, 1680, ., ., 0.5, 8
43. CN(C)Cc1c(O)ccc2c(-c3ccccc3)cc(=O)oc12
→ -4, 2, 10, -2, 9, 105, 1657, -0.2, 15, 3.1, -7
44. CC1CCCC(NC(=O)COC(=O)Cc2ccsc2)C1C (configuration not stated)
→ 3, -5, -15, 14, 0, 97, 1555, 0.023, ., 2.0, 3
45. O=[N+]([O-])c1ccc(Oc2ccc(F)cc2)c2ccncc12
→ 0, -3, 14, 3, -1, 105, 1612, -2.1, ., -0.6, 19
46. CC(C)NC(=S)Nc1ccc(Oc2ccccc2)cc1
→ 5, 3, 8, 6, 5, 96, 1714, ., ., 1.1, 1
47. CCOC(=O)c1c(NC(=O)c2ccc(C)cc2)sc2c1CC(C)(C)NC2(C)C
→ ., 4, -10, -2, 8, ., 1664, ., -13, 0.1, -4
48. Cc1cc(-c2ccc(/C=N/n3cnnc3)o2)ccc1Cl
→ 7, 3, -9, 2, 3, 93, 1470, -0.0068, -4, 1.7, -6
49. O=C(Cn1cc([N+](=O)[O-])cn1)NCc1cc2ccccc2[nH]1
→ -35, 1, -3, 2, -2, 132, 1515, -0.67, 9, 0.3, 14
50. CCc1ccc(CNC(=O)CN2C(=O)COc3ccccc32)cc1
→ 5, -6, 3, -2, 2, 100, 1443, -0.64, -5, 1.7, 4
51. CCCCCn1c(N)c(-c2nc3ccccc3s2)c2c([N+](=O)[O-])nn(C)c(=O)c21
→ 8, -6, -8, -1, 9, 97, 1386, ., ., 2.3, 1
52. Nc1nc(CSc2n[nH]c(-c3ccccc3)n2)nc(Nc2ccccc2)n1
→ 32, 4, 1, 7, -2, 78, 1700, ., 6, 1.0, 5
